D2 PAM: HTS Assay for Positive Allosteric Modulators of the Human D2 Dopamine Receptor: Primary Screen for Potentiators; D(2) dopamine receptor (Homo sapiens), P14416; HEK293 T-REx D2, calcium flux, EC20 dopamine potentiation; potentiation, % at 10 µM; 340,000 tested, 0.34% active; AID 485347, 2010;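 active = potentiation over 3 SD above the plate norm, cut at about 30% in these data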; note: 0% is about no effect
Target sequence (P14416 whole entry, looked up): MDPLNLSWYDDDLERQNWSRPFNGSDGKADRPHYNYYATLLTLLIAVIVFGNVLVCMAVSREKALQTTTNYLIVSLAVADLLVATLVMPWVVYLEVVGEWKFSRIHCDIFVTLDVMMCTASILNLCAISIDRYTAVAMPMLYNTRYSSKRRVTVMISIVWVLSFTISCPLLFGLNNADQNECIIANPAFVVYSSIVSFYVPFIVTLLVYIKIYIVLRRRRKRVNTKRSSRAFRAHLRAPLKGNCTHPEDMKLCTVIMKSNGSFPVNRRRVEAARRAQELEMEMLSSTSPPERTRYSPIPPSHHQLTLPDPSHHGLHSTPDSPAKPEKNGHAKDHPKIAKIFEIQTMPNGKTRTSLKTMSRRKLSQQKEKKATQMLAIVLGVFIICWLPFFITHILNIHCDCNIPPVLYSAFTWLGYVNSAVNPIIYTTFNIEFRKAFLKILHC
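Tetracycline-induced Hek293 Trex D2 cells, force-coupled to calcium, loaded with no-wash calcium dye. Compound added with 180 s kinetic read for agonism, then EC20 dopamine and a further 180 s read for potentiation.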
GRP78 ERSR act: qHTS for Inducers of the Endoplasmic Reticulum Stress Response (ERSR) in Human Glioma: qHTS. U87-MG GRP78 promoter luciferase reporter, 16 h. 420,000 tested, 0.02% active. Potency, µM, for the others: top-dose activation, most hits filed as activators; note: potency is the fitted concentration of half-maximal effect; series mostly up to about 76 µM; % of control where 0% means no effect; nearly all actives have a fitted effect of over 35% in size
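Stably transfected U87-MG glioma cells carrying a GRP78-based luciferase sensor; 16 h compound incubation. Luminescence end-point read 10 min after Bright-Glo addition at room temperature.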
D1 agonist: Allosteric Agonists of the Human D1 Dopamine Receptor: qHTS | 360,000 tested, 1% active | D(1A) dopamine receptor (Homo sapiens), P21728 | activation, % at 2 µM | HEK293 T-REx D1 cells, calcium flux, agonist mode; in the data active = activation above about 30%; note: 0% is about no effect
Target sequence (P21728 whole entry, looked up): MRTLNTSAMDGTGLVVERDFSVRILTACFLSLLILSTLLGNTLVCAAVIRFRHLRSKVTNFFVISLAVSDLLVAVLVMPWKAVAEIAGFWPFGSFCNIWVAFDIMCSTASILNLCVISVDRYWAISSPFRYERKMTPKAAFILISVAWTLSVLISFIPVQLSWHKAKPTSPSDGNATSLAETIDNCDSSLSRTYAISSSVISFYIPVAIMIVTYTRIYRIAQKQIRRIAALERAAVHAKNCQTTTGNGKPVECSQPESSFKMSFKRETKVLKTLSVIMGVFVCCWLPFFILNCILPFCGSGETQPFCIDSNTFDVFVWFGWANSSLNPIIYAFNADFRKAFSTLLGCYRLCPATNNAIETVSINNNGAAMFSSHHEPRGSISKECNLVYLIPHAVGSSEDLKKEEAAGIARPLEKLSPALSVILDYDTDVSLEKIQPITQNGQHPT
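Tetracycline-induced HEK293 TREx D1 cells, force-coupled to calcium signalling, were dye-loaded with a no-wash calcium kit. Compound was pin-added after a 10 s baseline. Fluorescence was read kinetically at 1 cycle/s for 180 s, with calcium rises flagged as agonism.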
RXFP1 antag: qHTS Assay for Antagonists of the Relaxin Receptor RXFP1 | 350,000 tested, 0.59% active | activity change, negative = inhibition, % at 57.5 µM | AID 1259400, 2018 | HEK293-RXFP1, relaxin-stimulated cAMP HTRF, 30 min; stronger effect = lower value;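 active = activity change of -60% or lower, but not beyond a set lower limit; inconclusive = change between -60% and -40%, or beyond the set limit; inactive = change above -40%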; note: % is set by controls: 0 for no effect and ±100 for the full control effect
Vif-A3G inh: qHTS for Inhibitors of Vif-A3G Interactions: qHTS. 410,000 tested, 0.076% active. HeLa A3G-eYFP + Vif (tagged APOBEC3G with the HIV-1 protein that degrades it), YFP fluorescence, overnight. Potency, µM (titrated, usually from 46.1 µM), for inactives: at the highest dose activity, negative = active, usual class: inhibitors. DNA dC->dU-editing enzyme APOBEC-3G (Homo sapiens), Q9HC16;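 note: potency is the fitted concentration of half-maximal effect; % is set by controls: 0 for no effect and ±100 for the full control effect; nearly all actives have a fitted effect of over 60% in size; hits raise eYFP signal because A3G escapes Vif-driven loss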
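Read-out is eYFP fluorescence (Ex 488/Em 500-530) from Vif-expressing HeLa A3G-eYFP cells; more signal means A3G escaped Vif-mediated degradation. Cells plated overnight, compound pinned in, incubated overnight at 37 deg C.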
D1 PAM: Potentiators of Human D1 Dopamine Receptor: qHTS; HEK293 TREx D1 cells, calcium flux, dopamine EC20 potentiation; 360,000 tested, 0.036% active; potentiation, % at 10 µM; AID 504651, 2011; D(1A) dopamine receptor (Homo sapiens), P21728; in the data active = potentiation above about 30%; note: 0% is about no effect
D1 antagonist: Antagonist of Human D 1 Dopamine Receptor: qHTS | HEK293 TREx D1 cells, calcium flux, dopamine EC80; stronger effect = lower value | activity change, negative = inhibition, % at 10 µM | D(1A) dopamine receptor (Homo sapiens), P21728 | AID 504652, 2011 | 360,000 tested, 3.2% active; in the data active = activity change below about -30%; note: % is set by controls: 0 for no effect and ±100 for the full control effect
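Tetracycline-induced HEK293 Trex D1 cells, force-coupled to calcium, dye-loaded; compounds added and read 180 s, then EC80 dopamine added and calcium flux tracked kinetically another 180 s.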
RXFP1 agonist: qHTS Assay for Agonists of the Relaxin Receptor RXFP1. HEK293T-RXFP1 cAMP TR-FRET, 30 min; response scale: percent of porcine relaxin response, buffer zero. Potency, µM (highest dose often 57.5 µM), without a hit: top-dose activation, usual class: activators. 370,000 tested, 0.3% active. AID 2676, 2010; note: potency is the fitted concentration of half-maximal effect; % is set by controls: 0 for no effect and ±100 for the full control effect; nearly all actives have a fitted effect of over 60% in size; many of its hits are not listed in these tables
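HEK293T cells stably expressing RXFP1 were pretreated with the PDE4 inhibitor Ro 20174, exposed to compounds for 30 min at 37C, lysed, and cAMP was read by TR-FRET. Data normalized to buffer (basal) and 29 nM porcine relaxin (100%).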
Vif-A3F inh: qHTS for Inhibitors of Vif-A3F Interactions: qHTS | HeLa A3F-eYFP + Vif (tagged APOBEC3F with the HIV-1 protein that degrades it), YFP fluorescence increase | Potency, µM (top dose mostly 46.1 µM), without a hit: at the highest dose activity, negative = active | 390,000 tested, 0.2% active | AID 602313, 2012; note: potency is the fitted concentration of half-maximal effect; % of control where 0% means no effect; nearly all actives have a fitted effect of over 65% in size
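Fluorescence increase (Ex 488/Em 500-530) after overnight compound treatment at 37 deg C flags inhibition of Vif-driven A3F-eYFP loss in stable HeLa A3F-eYFP/Vif cells seeded overnight beforehand.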
Starred values were filed as active, the others as inactive; ? = inconclusive; / = not tested or not shown; & = joins results of further samples. Unless noted, calls come from the whole dose curve; as a rule, active = well fitted curve in the direction sought with a large enough effect; inconclusive = small, poorly fitted or top-dose-only effect, or another doubt; inactive = no such curve, though single readings can be large; an effect the other way counts as inactive or inconclusive. Not all compounds are listed. The share of hits here may be higher or lower than overall.

canonical_smiles	D2 PAM	GRP78 ERSR act	D1 agonist	RXFP1 antag	Vif-A3G inh	D1 PAM	D1 antagonist	RXFP1 agonist	Vif-A3F inh
Cc1cc(-c2nn(-c3ccccc3F)cc2CN2CCC(C(N)=O)CC2)c(C)s1	-19	-3%	2	3	8%	-7	17	-1.1%	-12%
CCOc1ccc(C(CC(=O)O)NC(=O)C23CC4CC(CC(C4)C2)C3)cc1OC (stereo not drawn)	/	-1%	5	-18	0%	-2	8	0.7%	8%
CCCCN(C)C(=O)C1CCC(CNS(=O)(=O)c2ccc(Cl)cc2)CC1 (stereo not drawn)	-12	-3%	10	-19	4%	1	-16	0.7%	6%
C=CCn1c(SCC(=O)c2ccc(O)c(O)c2)nnc1-c1cccc(OC)c1	-45	6%	3	/	1%	0	/	-1.4%	-1%
CCSc1nnc(NC(=O)C2CCCN(S(=O)(=O)c3cnc[nH]3)C2)s1 (stereo not drawn)	5	-3%	-1	/	6%	-3	-6	1.4%	-8%
Cc1ccc2cc(CN(Cc3ccco3)C(=O)c3ccccc3)c(=O)[nH]c2c1C	12	-1%	0	0	-5%	-4	12	6.7%	5%
Cc1c(C(=O)O)c(C(=O)O)c2n1CCS2	4	-7%	4	-21	-5%	3	-2	-4.2%	-2%
N#CCCN(Cc1cccnc1)S(=O)(=O)c1ccc(S(=O)(=O)N2CCCCCC2)cc1	4	-2%	6	2	-4%	-2	-19	3.7%	-7%
N#Cc1ccc(S(=O)(=O)Nc2ccc3ccccc3n2)cc1	/	0%	6	10	-3%	-5	-6	0.9%	-8%
CN(C)CCCN(C(=O)/C=C/c1cccs1)c1nc2ccc(F)cc2s1	-22	-4%	17	-31	?	-3	-2	6.9%	11µM*
CCOC(=O)N1CCN(C(=O)CN(Cc2ccccc2)S(C)(=O)=O)CC1	6	-4%	2	-21	1%	-5	-8	2.8%	-1%
Cc1nnc(NC(=O)CCN2C(=O)C3CC=CCC3C2=O)s1 (stereo not drawn)	/	-4%	/	-4	3%	/	/	/	-1%
COc1ccc2nc(NC(=O)c3nc(S(=O)(=O)Cc4ccccc4)ncc3Cl)sc2c1	5	-10%	2	?	-22%	1	-26	0.0%	5%
CC[C@@H](C)[C@@H](C(=O)N1CCN(C(=O)OC(C)(C)C)CC1)n1cc(CCC(=O)O)nn1	13	-1%	1	/	-1%	-4	-18	-1.1%	-2%
COC(=O)c1ccc(CO/N=C/c2ccc(OC)cc2)o1	-6	-4%	3	0	0%	-4	1	1.6%	7%
O=S1(=O)[C@H]2C[C@@H]3C=C[C@@]2(CN1Cc1cccc(F)c1)O3	8	-3%&-4%	3	/	1%&-1%	0	-11	-1.1%	-7%
O=S(=O)(NN=C1CCCCC1)c1ccccc1	3	-2%	1	-4	10%	-2	-5	-3.2%	4%
Cc1cc(NC(=O)C(C)Sc2nc(-c3cccs3)nc3ccccc23)no1 (stereo not drawn)	32*	-3%	2	-14	-23%	-1	5	12%	-8%
Cn1c(=O)[nH]c(=O)c2c1nc(N/N=C/c1ccncc1)n2Cc1ccc(Cl)cc1	-2	-6%	5	-14	2%	-1	1	-2.4%	8%
COc1ccc(C(=O)Nc2ccc(C(=O)OCc3cc(=O)n4nc(C(C)C)sc4n3)cc2)cc1	16	-2%	-1	0	-1%	-1	13	-1.1%	13%
O=C(c1cc2cccc([N+](=O)[O-])c2oc1=O)N1CCOCC1	8	-3%	0	3	-8%	-8	-6	-2.7%	-6%
COC(=O)c1ccccc1NC(=O)CCC(=O)N1CCSc2ccccc21	-3	-5%	1	-7	-2%	-7	-4	3.2%	-6%
CCCCN(Cc1cc2cc(OC)ccc2[nH]c1=O)C(=O)COc1ccccc1	/	-4%	/	7	0%	/	/	/	2%
O=C(Nc1ccccc1)N1CCC(=S)Nc2ccccc21	6	-4%	1	0	-5%	-7	-19	0.5%	20%
COc1ccc(CN(CCc2ccccc2)Cc2ccccc2)cc1OC	-4	-2%	6	-11	0%	-4	-18	0.6%	-7%
O=C1CSC(c2ccc(Cl)cc2Cl)N1c1ccccn1 (stereo not drawn)	/	-3%	1	-10	-1%	30*	0	0.6%	-9%
CC1(C(=O)N/N=C/c2ccc3c(c2)OCO3)CC1(Br)Br (stereo not drawn)	12	0%	3	-10	0%	4	1	-3.3%	2%
COc1ccc(-c2cc(C(=O)Nc3c(C(=O)c4ccc(Cl)cc4)oc4ccccc34)no2)cc1	-7	-2%	-1	/	-1%	0	-16	?	-1%
CCN1CCN(C(=S)NC(=O)c2cc(OC)c(OC)c(OC)c2)CC1	/	-4%	/	-3	0%	/	/	/	-7%
O=C(O)/C=C/C(=O)NC1CCCCCCCCCCC1	10	-4%	7	-16	-2%	2	-2	-3.4%	-7%
CC(C)C1=Nc2cccc3cccc(c23)N1	2	-6%	0	-12	1%	0	12	-0.5%	3%
CCCN1CCN(C2CCCCC2NS(=O)(=O)c2ccc(Cl)cc2)CC1 (stereo not drawn)	-20	-5%	3	12	2%	-2	19	-0.7%	-6%
Cc1cc(Cl)ccc1OC(C)C(=O)NCCCCc1ccccc1 (stereo not drawn)	/	-8%	3	5	3%	0	-9	2.2%	-6%
C/C=C/c1ccc(OCCCCOc2ccccc2F)c(OC)c1	/	1%	5	-10	-2%	-2	-3	0.1%	5%
CC(C)(C)c1ccc(C(=O)Nc2onc3c2CCCC3)cc1	-14	-9%	-2	-60*	1%	-1	-6	-1.4%	1%
O=C1CCc2cc(S(=O)(=O)N3CCC(C(=O)NC4CCCCCCC4)CC3)ccc2N1	15	-5%	0	/	2%	-4	-12	3.6%	-1%
CC1=NC(C)(C)Cc2ccccc21	-8	-5%	3	-5	-3%	-3	-15	2.2%	1%
COc1ccnc(Oc2ccc(F)cc2)c1-c1ncn[nH]1	-5	-5%	2	9	0%	-4	-17	0.2%	-24%
CCCOc1ccc(-c2nc(C#N)c(N3CCN(CC)CC3)o2)cc1	7	-2%	1	-18	0%	-1	-2	1.2%	-4%
C[C@H]1CN([C@@H](C)CO)C(=O)CCCn2nncc2CO[C@H]1CN(C)S(C)(=O)=O	/	-5%	/	-2	-1%	/	/	/	-10%

11 neighbouring compounds already listed, quoted:
canonical_smiles	D2 PAM	GRP78 ERSR act	D1 agonist	RXFP1 antag	Vif-A3G inh	D1 PAM	D1 antagonist	RXFP1 agonist	Vif-A3F inh
CC1(C(=O)N/N=C/c2ccc3c(c2)OCO3)CC1(Br)Br (stereo not drawn)	12	0%	3	-10	0%	4	1	-3.3%	2%
COc1ccc(-c2cc(C(=O)Nc3c(C(=O)c4ccc(Cl)cc4)oc4ccccc34)no2)cc1	-7	-2%	-1	/	-1%	0	-16	?	-1%
CCN1CCN(C(=S)NC(=O)c2cc(OC)c(OC)c(OC)c2)CC1	/	-4%	/	-3	0%	/	/	/	-7%
O=C(O)/C=C/C(=O)NC1CCCCCCCCCCC1	10	-4%	7	-16	-2%	2	-2	-3.4%	-7%
CC(C)C1=Nc2cccc3cccc(c23)N1	2	-6%	0	-12	1%	0	12	-0.5%	3%
CCCN1CCN(C2CCCCC2NS(=O)(=O)c2ccc(Cl)cc2)CC1 (stereo not drawn)	-20	-5%	3	12	2%	-2	19	-0.7%	-6%
Cc1cc(Cl)ccc1OC(C)C(=O)NCCCCc1ccccc1 (stereo not drawn)	/	-8%	3	5	3%	0	-9	2.2%	-6%
C/C=C/c1ccc(OCCCCOc2ccccc2F)c(OC)c1	/	1%	5	-10	-2%	-2	-3	0.1%	5%
CC(C)(C)c1ccc(C(=O)Nc2onc3c2CCCC3)cc1	-14	-9%	-2	-60*	1%	-1	-6	-1.4%	1%
O=C1CCc2cc(S(=O)(=O)N3CCC(C(=O)NC4CCCCCCC4)CC3)ccc2N1	15	-5%	0	/	2%	-4	-12	3.6%	-1%
CC1=NC(C)(C)Cc2ccccc21	-8	-5%	3	-5	-3%	-3	-15	2.2%	1%

(further entries)
canonical_smiles	D2 PAM	GRP78 ERSR act	D1 agonist	RXFP1 antag	Vif-A3G inh	D1 PAM	D1 antagonist	RXFP1 agonist	Vif-A3F inh
CC1Cc2cc(S(=O)(=O)CCC(=O)NCc3ccc(Cl)cc3)ccc2N1C(=O)C1CC1 (stereo not drawn)	4	-5%	14	-3	?	-3	-19	1.0%	-11%
Cc1cc(C)c(NC(=O)CSc2nnc(SCC(=O)Nc3c(C)cc(C)cc3C)n2N)c(C)c1	1	0%	1	-9	-9%	0	-5	-0.1%	-7%
COc1ccc(Cl)cc1NC(=O)c1c(NCc2cccs2)sc2c1CCCC2	10	0%	1	-9	-11%	6	-20	2.1%	-6%
CNc1nc2c(c(=O)[nH]c(=O)n2C)n1CCOC	0	/	2	/	/	-2	-14	0.8%	/
O=C1CSC(c2ccccc2O)N1Cc1ccccc1 (stereo not drawn)	-16	-3%	9	3	1%	-7	-20	1.1%	2%
CCOc1ccccc1C=Nc1ccccc1C(=O)Nc1ccccc1	-2	-4%	1	3	-1%	-1	-8	1.3%	-11%

Source: PubChem BioAssay (National Center for Advancing Translational Sciences (NCATS))
